EBNA-1 inhibitor: blocks EBNA-1 binding to DNA; EBNA-1 DNA binding, fluorescence polarization; inhibition, % at 14.8 µM; 0.34% of 300,000 active; in the data active = inhibition above about 28%
ZTA counter: blocks Epstein-Barr virus ZTA, an EBNA-1 counter-screen; ZTA-DNA binding, fluorescence polarization; AID 2234; inhibition, % at 11 µM; 0.15% of 320,000 active; P03206; in the data active = inhibition above about 33%
Target sequence (P03206 whole entry, looked up): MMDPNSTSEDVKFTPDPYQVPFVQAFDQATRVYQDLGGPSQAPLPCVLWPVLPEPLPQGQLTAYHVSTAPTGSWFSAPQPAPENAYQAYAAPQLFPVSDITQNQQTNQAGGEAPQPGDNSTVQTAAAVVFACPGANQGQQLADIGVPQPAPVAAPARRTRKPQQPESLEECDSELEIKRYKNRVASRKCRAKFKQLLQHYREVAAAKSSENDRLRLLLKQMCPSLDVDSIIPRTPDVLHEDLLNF
CR mimetic SO: lowers age-related superoxide in aged yeast cells. superoxide response (% of plate mean), % at 10 µM. 0.18% of 330,000 active. S. cerevisiae aged cells, superoxide DHE fluorescence; hits give low values;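 active = superoxide response under a set limit, about three screen SD below normal, cut at about 65% in these data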;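 note: yeast aged for seven days with compound at 30 °C before DHE staining; 100% = average MFI of all compound-treated wells on the plate with controls excluded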
GLD-1 RNA inh: GLD-1-TGE RNA interaction inhibition (C. elegans); Q17339; purified GLD-1 + fluorescein TGE RNA, fluorescence polarization; inhibition, % at 5.96 µM; 0.44% of 320,000 active; AID 2280;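 active = percent inhibition above a per-plate cutoff, the plate mean of test compounds plus 3 SD, cut at about 30% in these data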;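 note: 0% = DMSO wells with GLD-1 and probe and 100% = wells lacking GLD-1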
Target sequence (Q17339 whole entry, looked up): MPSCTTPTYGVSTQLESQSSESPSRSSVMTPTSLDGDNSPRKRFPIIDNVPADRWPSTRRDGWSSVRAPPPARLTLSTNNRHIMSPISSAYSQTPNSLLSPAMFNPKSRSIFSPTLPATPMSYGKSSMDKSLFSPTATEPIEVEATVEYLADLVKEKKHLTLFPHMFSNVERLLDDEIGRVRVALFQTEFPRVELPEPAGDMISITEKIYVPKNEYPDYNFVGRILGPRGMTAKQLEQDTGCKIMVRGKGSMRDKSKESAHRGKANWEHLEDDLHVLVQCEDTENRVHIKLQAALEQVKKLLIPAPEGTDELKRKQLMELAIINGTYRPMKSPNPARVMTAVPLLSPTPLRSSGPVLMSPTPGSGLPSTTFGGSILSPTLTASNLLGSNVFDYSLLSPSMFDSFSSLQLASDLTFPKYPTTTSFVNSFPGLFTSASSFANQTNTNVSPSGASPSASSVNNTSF
Efflux pump inh: blocks antifungal efflux pumps in multiplex yeast assay; S. cerevisiae Candida pump triplex, Nile Red efflux; inhibition, % at 10 µM; 0.44% of 330,000 active;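 active = plate passing quality check with inhibition over a set limit, or well fluorescence over plate mean plus 4 SD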;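 note: Nile Red retained in pooled yeast measured as flow cytometry median fluorescence; 0% = buffer negative control and 100% = Enniatin B positive control; higher means more Nile Red kept so more efflux inhibition; some compounds called inactive have numbers as strong as hits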
Fam108B counter: counter-screen for RBBP9 inhibitors: inhibitors of mouse Fam108B | 0.33% of 300,000 active | inhibition, % at 9.51 µM | recombinant Fam108B, FP-Rh probe fluorescence polarization;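 active = inhibition above the screen mean inhibition plus 3 SD, computed separately per campaign, cut at about 18% in these data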;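 note: inhibitors lower polarization as less probe binds the enzyme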
MEX-5 binding: C. elegans MEX-5 TCR-2 RNA binding activity | Q9XUB2 | MEX-5/FITC-TCR2 RNA binding, fluorescence polarization; hits give low values | activity score (negative = inhibition of binding), % at 10 µM | 0.38% of 300,000 active | AID 1832;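 active = inhibition past about -25% in most replicates, and total fluorescence under double the plate's negative control median, limit read from the data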;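 note: 0% = DMSO and -100% = 5 µM competing unlabeled TCR2 RNA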
MCL1-BIM inh: disrupts human MCL1 binding to BIM-BH3 peptide. GST-MCL1 / FITC-Bim-BH3 fluorescence polarization. Q07820. inhibition, % at 10.9 µM. 0.68% of 320,000 active;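 active = inhibition above the mean inhibition of all tested compounds plus 3 SD, set per campaign, cut at about 40% in these data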;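 note: 0% = DMSO wells and 100% = unlabeled Bim-BH3 peptide control; higher means more loss of mP so more displacement of Bim peptide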
Target sequence (Q07820 whole entry, looked up): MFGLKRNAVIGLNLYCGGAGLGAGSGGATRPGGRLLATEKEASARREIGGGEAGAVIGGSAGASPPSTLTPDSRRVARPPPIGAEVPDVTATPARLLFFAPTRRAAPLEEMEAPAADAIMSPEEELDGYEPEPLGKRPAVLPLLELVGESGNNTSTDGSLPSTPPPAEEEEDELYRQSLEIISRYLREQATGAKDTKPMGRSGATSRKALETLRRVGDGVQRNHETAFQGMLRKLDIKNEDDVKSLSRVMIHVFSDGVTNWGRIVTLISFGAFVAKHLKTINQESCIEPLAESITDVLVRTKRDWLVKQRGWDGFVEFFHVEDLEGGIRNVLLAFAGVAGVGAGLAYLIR
BCLXL inh: blocks human Bcl-xL binding to Bim BH3 peptide. Q07817. GST-Bcl-xL / FITC-Bim BH3 peptide fluorescence polarization. inhibition, % at 10.9 µM. 0.7% of 320,000 active. AID 2129;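 active = inhibition above the mean of all tested compounds plus 3 SD, cutoff set per campaign, cut at about 30% in these data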;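 note: 0% = DMSO wells and 100% = unlabeled Bim-BH3 peptide competitor; inhibitors lower millipolarization by displacing the labeled peptide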
* marks the source's active call; other numbers are inactive results; i = inactive; / = no result given.

SMILES	EBNA-1 inhibitor	ZTA counter	CR mimetic SO	GLD-1 RNA inh	Efflux pump inh	Fam108B counter	MEX-5 binding	MCL1-BIM inh	BCLXL inh
CC(N)=Nc1ccc([N+](=O)[O-])cc1	0	20	80	1	0.0	0	-0.7	3	1
O=C(CSc1nccc(=O)[nH]1)Nc1ccc(F)c([N+](=O)[O-])c1	-6	-3	96	4	0.3	1	0.2	0	9
Cc1cc(C)n(CNc2nc(C(F)(F)F)cs2)n1	-1	3	95	-2	0.0	1	-2.2	3	5
CCOc1ccc(S(=O)(=O)Nc2cccc(C(=O)NCCCN3CCOCC3)c2)cc1	/	11	108	0	0.1	/	/	5	0
CCCC(=O)OCC(=O)Nc1ccc([N+](=O)[O-])cc1C#N	-2	2	99	-1	0.0	-4	1.0	-6	4
COc1ccc(NCCC#N)cc1	8	-13	103	-2	0.0	4	-1.6	1	4
CCN(CC)CCCCCOc1ccccc1OC	2	6	94	11	-0.1	3	-0.2	2	-1
COc1ccc(C2C=C(c3ccccc3)Nc3nnnn32)cc1 (stereo not given)	-1	-8	110	4	-0.1	5	-6.7	8	14
CC(C)(C)NC(=O)C(c1ccncc1)N(Cc1cccs1)C(=O)Cn1nnc(-c2cccs2)n1 (stereo not given)	1	-10	109	4	0.1	-3	-0.5	6	4
Cc1cc(Nc2c(C)n(C)n(-c3ccccc3)c2=O)c2ccccc2n1	-8	-7	102	3	0.2	2	-1.2	0	0
O=C(NNC(=S)Nc1ccccc1)C1CCCCC1	6	11	85	7	-0.1	4	0.3	11	3
COc1ccc(OC)c(/C=C2\SC(N3CCCC(C)C3)=NC2=O)c1 (stereo not given)	-4	-3	113	-6	0.1	0	-4.2	7	1
Cc1cc(NC(=O)CCC(=O)N(CC(=O)NCC2CCCO2)Cc2ccc(F)cc2)no1 (stereo not given)	4	9	110	-2	-0.1	2	2.4	0	5
CCC(=Nc1ccccc1OC)C1=C(O)CC(c2ccccc2)CC1=O (stereo not given)	-1	-6	67	2	-0.1	-1	-0.3	0	2
COc1ccc(-c2nc3c(-c4ccc(Cl)cc4)cnn3cc2C)cc1F	-16	-3	90	-1	0.1	-4	2.1	-7	2
CNC(=O)CN(c1cc([N+](=O)[O-])ccc1OC)S(C)(=O)=O	-14	9	106	-4	0.2	3	0.2	-2	0
COc1ccc(NC(=O)Nc2cccc3cccnc23)cc1	3	-1	91	6	0.1	4	-1.9	-1	1
O=C(c1ccc(F)cc1)N(Cc1cccs1)C1CCS(=O)(=O)C1 (stereo not given)	-8	-5	92	-1	0.1	-1	-2.2	3	3
CC(C)c1ccc(/C=N/n2c(COc3ccccc3)n[nH]c2=S)cc1	-2	16	115	-5	0.5	6	0.2	-25	-8
CCOc1c(Cl)cc(/C=C/C(=O)N(CC)CC(=O)Nc2ccc(NC(C)=O)cc2)cc1OC	4	-1	95	3	-0.1	-5	-3.7	-4	2

Single records, from the list above. Screens in order: EBNA-1 inhibitor	ZTA counter	CR mimetic SO	GLD-1 RNA inh	Efflux pump inh	Fam108B counter	MEX-5 binding	MCL1-BIM inh	BCLXL inh
Shown for `CCOc1c(Cl)cc(/C=C/C(=O)N(CC)CC(=O)Nc2ccc(NC(C)=O)cc2)cc1OC` = 4	-1	95	3	-0.1	-5	-3.7	-4	2
Shown for `COc1ccc(-c2nc3c(-c4ccc(Cl)cc4)cnn3cc2C)cc1F` = -16	-3	90	-1	0.1	-4	2.1	-7	2

New compounds follow
SMILES	EBNA-1 inhibitor	ZTA counter	CR mimetic SO	GLD-1 RNA inh	Efflux pump inh	Fam108B counter	MEX-5 binding	MCL1-BIM inh	BCLXL inh
Cc1nn(C)c(C)c1N=Cc1c(O)ccc2ccccc12	-1	-2	109	-48	0.0	-6	/	1	3
CC1CCCC(C)N1C(=O)C1CCCCC1 (stereo not given)	6	5	101	5	0.1	-6	-1.2	2	5
C=C(Cl)COC(=O)[C@H]1C2C=CC(C2)C1C(=O)O (stereo not given in full)	6	-5	84	4	0.3	-3	-0.2	1	2
O=C(C1CC1)N1CCc2cc(S(=O)(=O)N3CCN(c4ccccc4)CC3)ccc21	-6	-12	76	4	0.0	-6	-6.0	8	5
CCOC(=O)N1CCC(N2Cc3cccc(C(=O)Nc4ccc(CC)cc4)c3C2=O)CC1	-1	-2	119	2	0.1	-5	-1.2	-2	8
O=C1C2C3C=CC(C3)C2C(=O)N1c1ccc(Cc2ccncc2)cc1 (stereo not given)	-4	13	120	-3	0.2	-2	-3.9	-6	2
CCC(C)NC(=O)Cn1nc(C(F)(F)F)c2c1CCC2 (stereo not given)	4	-2	119	-4	0.1	-1	0.8	-3	5
S=C(Nc1ccccc1)Nc1cc(Cl)ccc1Oc1ccccc1	-7	3	93	-4	-0.1	-4	-1.5	1	4
Cc1ccc(C(C(=O)NC(C)(C)C)N(CC2CCCO2)C(=O)c2csnn2)cc1 (stereo not given)	0	-1	103	-7	0.0	-2	4.6	4	4
CCC(=O)Nc1ccc(C(=O)NNC(=O)C(c2ccccc2)c2ccccc2)cc1	15	11	104	-3	0.4	-1	1.6	1	2
O=C(Cc1ccccc1)N1CCCC(c2nc(-c3cccs3)no2)C1 (stereo not given)	0	-17	111	0	-0.1	-2	-3.3	-4	1
NC(=O)CC(NC(=O)c1ccccc1)c1ccc(NCCc2ccc(F)cc2)c([N+](=O)[O-])c1 (stereo not given)	16	16	105	4	-0.1	0	0.2	-1	-1
O=C1c2ccccc2NC(c2cccc(F)c2)N1Cc1ccco1 (stereo not given)	-12	-2	122	-1	0.1	-6	-0.9	1	1
CCc1nn(CC(=O)NCCCN(CC)Cc2ccccc2)c(=O)c2cc3sccc3n12	1	0	80	1	0.0	3	-0.9	-3	-2
COc1cccc2sc3ccc(NCCC4CCCN4C)cc3c(=O)c12 (stereo not given)	-12	3	99	36*	0.0	-3	-2.6	30	33*
CC/C(=N/Nc1ccccc1Cl)c1cnnc(-c2ccccc2)n1	-2	-19	104	3	0.0	-1	1.7	1	5
O=C(c1ccc(-c2cccc(C(F)(F)F)c2)o1)N1CCCC(C(F)(F)F)C1 (stereo not given)	-1	6	100	10	-0.1	1	0.1	0	-3
CCOc1ccccc1NC(=O)c1ccc2c(=O)n3c(nc2c1)CCCCC3	-1	-3	102	3	0.2	-2	-3.5	0	-2
Cc1cc(C)nc(NC(=O)c2c(-c3ccccc3Cl)noc2C)c1	-6	5	96	-12	1.9	8	-1.0	13	4
COc1ccc(NC(=S)NCCSc2ccc(Cl)cc2)c(OC)c1	-15	-3	95	0	0.0	3	0.8	1	6
CCn1c2ccccc2c2nnc(SCC(=O)NC(CC(C)C)C(=O)OC)nc21 (stereo not given)	-12	-4	106	0	0.2	-4	3.4	1	4
Cc1nc2nc(-c3ccco3)[nH]n2c(=O)c1C	-1	-5	100	4	0.2	-2	3.2	3	1
C/C(=N\NC(=O)CC1N=C(Cc2ccccc2)NNC1=O)c1ccc(Cl)cc1Cl (stereo not given)	1	0	119	-5	-0.1	2	0.4	-2	-2
O=C(CSc1nc2ccccc2[nH]1)N=Nc1c(O)[nH]c2ccccc12	-5	7	94	-6	0.1	2	-0.2	8	4
Cn1cnnc1SCC(=O)NN1C(=O)NC(C)(c2ccccc2)C1=O (stereo not given)	0	0	94	-8	0.2	-2	-0.6	-4	2
CCc1nnc(NC(=O)c2cccc(S(=O)(=O)N3CCN(C(C)=O)CC3)c2)s1	/	1	93	-1	0.0	/	/	-5	-5
O=C1C=C(c2ccc3ncccc3c2)C[C@@H](c2ccc(F)cc2)C1	/	-16	i	2	-0.1	/	/	8	6
COCCN(C(=O)COC(=O)CCc1nc2ccccc2s1)c1c(N)n(Cc2ccccc2)c(=O)[nH]c1=O	10	-16	110	0	0.1	-1	1.2	-8	0
O=C(COc1ncnc2sccc12)N1CCc2ccccc2C1	-9	2	106	-4	0.3	-3	1.0	-3	0
COC(=O)Nc1ncc(CN2CCc3ccccc3C2)s1	3	9	97	3	-0.1	1	2.2	1	3
COc1ccc(NC(=O)CSc2nc3c([nH]c4ccccc43)c(=O)n2C)c(OC)c1	1	0	103	-4	0.1	-3	-3.4	3	2
CCc1nnc(NC(=O)CSc2nc3cc4c(cc3cc2CC)OCCO4)s1	12	-2	101	-5	-0.1	-3	1.4	6	6
CCCOCc1ccc(O)c2ncccc12	-8	-22	107	2	0.1	-1	-3.4	-4	-4
O=C(NCC(c1ccco1)N1CCc2ccccc2C1)c1ccc(Br)cc1 (stereo not given)	-8	-9	97	0	-0.1	-2	0.1	3	5
COc1ccc(C(=O)Nc2cc(OC)c(Cl)cc2OC)cc1	-4	12	104	9	0.1	3	3.7	3	2
CCOC(=O)C(NC(=O)Nc1ccc(F)cc1)(OCC)C(F)(F)F (stereo not given)	2	-12	97	1	-0.1	-5	-1.0	-2	-2
CCOC(=O)c1c(N)nn(C(=O)CC)c1-c1ccccc1	-1	3	112	-6	0.2	-2	-1.5	-1	0
CCCOC(=O)C1C2C=CC3(CN(c4cccc(Cl)c4)C(=O)C13)O2 (stereo not given)	1	3	78	1	-0.1	-1	-0.2	7	0
O=C(NCC(=O)N(Cc1cccs1)C(C(=O)NC1CCCCC1)c1cccnc1)c1ccco1 (stereo not given)	-5	-10	101	0	0.0	3	0.8	1	-1
COc1ccc(OCC(=O)NC(=S)N2CCCc3ccccc32)cc1	-10	-10	108	5	0.1	9	0.8	-1	-1
CCC(Sc1nncn1C)C(=O)Nc1cc(C)on1 (stereo not given)	-5	-2	82	1	0.0	0	-1.5	0	2
O=C(c1ccc(Br)cc1)c1cn[nH]c1-c1ccccc1O	8	-2	92	2	0.1	-5	-0.4	3	1
Cc1ccc(N=C2CCCCCN2C)c(C#N)c1	-9	4	97	9	0.0	-1	2.0	4	6
Cc1cc2cc(C)c3nnc(SCC(=O)N4CCN(C(=O)c5ccco5)CC4)n3c2cc1C	-2	-3	104	1	0.1	-4	2.2	-5	2
O=C(CN1CCCCCC1)Nc1ccccc1OC(F)F	-6	1	100	-1	0.3	-2	-0.9	-3	1
C=C(C)CSc1nc2ncc(Cl)cc2[nH]1	5	8	91	4	0.0	-2	0.5	9	4
CN(C)C(=O)CSc1n[nH]c(=O)[nH]c1=O	-2	5	108	-2	0.2	-4	0.7	28	8
O=C(Nc1cccnc1Cl)C1c2ccccc2Oc2ccccc21	1	1	94	6	0.0	-4	-4.6	-2	1
Cc1cc(C=C2C(=O)c3ccccc3C2=O)c(C)n1C	-3	-2	107	26	-4.3	7	-2.8	71*	51*
Cc1nc(CNS(=O)(=O)c2ccccc2F)cs1	9	11	102	-1	-0.1	0	3.2	0	0

2 entries picked at random from the list so far, as already listed:
SMILES	EBNA-1 inhibitor	ZTA counter	CR mimetic SO	GLD-1 RNA inh	Efflux pump inh	Fam108B counter	MEX-5 binding	MCL1-BIM inh	BCLXL inh
Cc1nc(CNS(=O)(=O)c2ccccc2F)cs1	9	11	102	-1	-0.1	0	3.2	0	0
Cc1cc2cc(C)c3nnc(SCC(=O)N4CCN(C(=O)c5ccco5)CC4)n3c2cc1C	-2	-3	104	1	0.1	-4	2.2	-5	2

The listing continues.
SMILES	EBNA-1 inhibitor	ZTA counter	CR mimetic SO	GLD-1 RNA inh	Efflux pump inh	Fam108B counter	MEX-5 binding	MCL1-BIM inh	BCLXL inh
Cc1ccc(C(=O)Nc2cc3[nH]c(=O)oc3cc2C)cc1	2	-2	104	-7	-0.2	-2	-4.1	8	4
CN(C)S(=O)(=O)c1ccc(Cl)c(C(=O)NC2CCCCCCC2)c1	8	-9	98	-6	-0.2	1	-1.2	-7	-8
Cc1ccc(N(CC(O)Cn2nc(C)cc2C)S(=O)(=O)c2ccc3ccccc3c2)cc1 (stereo not given)	-2	8	95	9	0.4	-3	-0.7	-4	1
Cc1cc(C)nc(N/N=C/C2=C(N3CCOCC3)C(=C\c3ccc(Cl)cc3)/CC2)n1	1	8	94	8	-0.1	6	-1.5	-5	-2
